Assay outcomes as filed in PubChem.
Insulin prom inh – TRM-6 insulin promoter activity inhibition; TRM-6 cells (human fetal islet line), insulin promoter-eGFP reporter, imaging; reporter expression induced with tamoxifen; inhibition, % at 2 µM; actives 0.9% (n = 130,000); AID 1273;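 active = inhibition above the mean plus 3 SD, with well images judged a real hit on visual review, cut at about 60% in these data, passing the limit was not always enough; inconclusive = inhibition over the cutoff but images rejected on review; inactive = inhibition not above the cutoff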
SDO1 yeast rescue – compounds rescuing growth of sdo1-depleted yeast, bone marrow failure model; S. cerevisiae sdo1-depleted JHY4D growth rescue, OD600 30 h; stronger effect = higher value; pdr5 snq2 efflux-pump mutant strain; z-score at 10 µM; actives 0.21% (n = 140,000);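 active = z-score above 3 at both the 24 hr and the 30 hr optical density reads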;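 also: z-score against mean and SD of all compound wells on the same plate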
SDO1 yeast rescue Rescue 24 h – also measured in SDO1 yeast rescue; calls as there; z-score; S. cerevisiae sdo1-depleted JHY4D growth rescue, OD600; measured here: growth rescue at 24 h;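 0 is the plate mean of compound wells and units are plate SD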
Numbers without * were called inactive; i = inactive; ? = inconclusive; . = no result given. A portion of the library. The share of hits here may be higher or lower than overall.

SMILES | Insulin prom inh | SDO1 yeast rescue | SDO1 yeast rescue Rescue 24 h
CC(=O)C(N=Nc1ccccc1)(Sc1nnc(-c2ccccc2)n1-c1ccccc1)C(C)=O | -38.0 | -1.08 | 0.07
O=[N+]([O-])c1cc(/C=N\Nc2nccs2)ccc1O | . | -0.98 | -0.34
COC(=O)CC1NCCc2cc(OC)c(OC)cc21 (stereo not given) | ? | . | .
O=S(=O)(c1ccc(NC(=S)N/N=C/c2ccc(N3CCOCC3)cc2)cc1)N1CCOCC1 | 6.7 | 0.04 | -0.07
Cc1cccc(N2CCN(C(=O)CCn3c(=O)[nH]c4ccccc4c3=O)CC2)c1C | . | -0.01 | 0.11
COC(=O)C(NC(=O)c1ccccc1)=C(C)C | . | -0.09 | -0.42
Cc1nc(SCC(=O)NC(=O)NC(C)C)nc(C)c1C | -5.9 | . | .
COC(=O)c1cc(-c2ccc(OC)c(OC)c2)n[nH]1 | 24.3 | 0.84 | 0.33
Cc1ccc(NC(=O)c2cc3ccccc3oc2=O)cc1S(=O)(=O)N(C)C | 53.3 | . | .
CCOC(=O)C1CCN(S(=O)(=O)Cc2ccccc2)C1=O (stereo not given) | . | -0.03 | 0.25
Cc1nc(NCc2ccccn2)c2c3c(sc2n1)CCCC3 | 7.1 | . | .
C#CCNC(=O)c1ccc(OCc2ccccc2)cc1Cl | 42.9 | . | .
O=C(c1ccccc1C(=O)N1CCN(c2ccc(F)cc2)CC1)N1CCN(c2ccc(F)cc2)CC1 | 20.0 | -1.44 | -0.26
COC(=O)c1cc2ccccc2c(=O)s1 | -71.4 | 0.85 | -0.74
Cc1ccc(S(=O)(=O)Nc2ccc(S(=O)(=O)NC(C)(C)C)cc2)cc1 | -8.3 | 0.82 | 0.61
CC(C(=O)Nc1cc([N+](=O)[O-])ccc1Cl)N1CCN(c2ccccc2)CC1 (stereo not given) | 20.0 | 0.36 | 1.19
O=C(OCC(=O)N1CCN(C(=O)c2ccco2)CC1)c1ccccc1C(=O)c1ccccc1 | . | 0.9 | 0.87
Fc1ccccc1Sc1ccccc1CNC1=NCCN1 | -8.3 | -1 | -0.33
COC(=O)[C@@]1(Cc2ccc(F)cc2)[C@H]2c3cc(C(=O)N(C)C)n(Cc4ccccc4)c3C[C@H]2CN1C(=O)c1ccccc1 | 20.0 | -0.78 | 0.12
C=CCC1(C#N)C(=S)NC2=C(C(=O)CC(C)(C)C2)C1c1ccc(Br)cc1 (stereo not given) | . | -0.52 | 0.35
COc1cc(OC)c(Nc2cc(C)nc3nc(C)nn23)cc1Cl | . | -1.76 | -1.43
N#CCCn1cc(C(CC(=O)c2ccccc2)C(=O)O)c2ccccc21 (stereo not given) | -52.8 | 1.44 | 0.95
O=C(COC(=O)c1ccc2ncsc2c1)NC(=O)NCc1ccccc1 | 11.8 | . | .
CC(=Nc1ccc(C)c(C)c1)C1=C(O)CCC1=O | 21.7 | 0.47 | -0.27
CNC(=S)NC12CC3CC(CC(C3)C1)C2 | 21.4 | . | .
Nc1nnnn1/N=C/c1cccc(O)c1 | -66.7 | 0.15 | -0.57
O=C(CSc1nc(C2CC2)nc2ccccc12)Nc1ccc2c(c1)OCCO2 | . | -0.94 | -0.67
O=C(O)c1cccc(-c2nnn(Cc3ccccc3Cl)n2)c1 | 27.8 | 0.64 | 0.67
COCCCN1CN(Cc2ccccc2)CNC1=S | 1.6 | 0.63 | 0.37
CCNc1nc(NCC)n2c(SCC(=O)NC34CC5CC(CC(C5)C3)C4)nnc2n1 | . | 1.18 | 0.72

Single records, from the list above:
Profile of `COC(=O)c1cc(-c2ccc(OC)c(OC)c2)n[nH]1` = Insulin prom inh = 24.3; SDO1 yeast rescue = 0.84; SDO1 yeast rescue Rescue 24 h = 0.33
Profile of `COC(=O)C(NC(=O)c1ccccc1)=C(C)C` = Insulin prom inh = .; SDO1 yeast rescue = -0.09; SDO1 yeast rescue Rescue 24 h = -0.42

(more compounds)
SMILES | Insulin prom inh | SDO1 yeast rescue | SDO1 yeast rescue Rescue 24 h
Cc1ccccc1C(=O)NC1CCN(Cc2nnnn2C2CCCC2)CC1 | -3.2 | 1.51 | 1.36
C=CCn1c(COc2ccc(OC)cc2)nnc1SCn1nnc2ccccc2c1=O | -12.5 | -0.77 | -1.07
COc1cccc(-c2nn(C)c3sc(C(=O)NCc4ccco4)cc23)c1 | -61.4 | -1.82 | -1.45
O=C(NCCc1ccccc1)C1CCCN1C(=O)Nc1ccc(F)cc1 (stereo not given) | . | 1.22 | 0.15
CCn1c(SCc2ccc(C)cc2)nnc1C1CCN(S(=O)(=O)c2ccc(OC)cc2)CC1 | -71.4 | -1.38 | -1.1
COc1cc2c(C(=O)N3CCN(c4ccccc4C)CC3)c(C)oc2cc1Br | -121.4 | -1.9 | -1.11
CC(C)(C)OC(=O)N[C@@H](Cc1ccccc1)c1nnc(SCC(=O)c2ccc(Cl)cc2)o1 | i | -1.09 | 0.13
COc1ccc(NC(=O)c2nn(C34CC5CC(CC(C5)C3)C4)cc2[N+](=O)[O-])cc1 | 51.7 | -1.16 | -0.07
CCCCC(=O)NC(=S)Nc1nnn(CCC)n1 | 0.0 | . | .
Cn1ncnc1SCc1cn2cccnc2n1 | 35.7 | . | .
CCCCNC(=O)c1c(C)cc(=O)oc1C | -16.0 | 0.14 | -0.23
Cc1ccc(-n2nnnc2SCC(=O)NCCC2=CCCCC2)c(C)c1 | 19.4 | -1.53 | -1.17
CCOC(=O)N1CCN(C2=NC3(CCCCC3)C(C#N)C(=O)N2)CC1 (stereo not given) | . | 0.35 | -0.08
CCC(C)c1ccc(O)c(/C=N/O)c1 (stereo not given) | 41.4 | -0.54 | -0.57
COC(=O)c1ccc(CO/N=C/c2ccc(OC)cc2)o1 | -14.3 | . | .
Cn1c(SCC(=O)NC2CCCC2)nc2cccnc21 | -25.0 | 1.08 | 1.44
Cc1ccccc1OCC(=O)NC(=S)Nc1ccc2c3c(cccc13)CC2 | -53.3 | 0.33 | -0.15
O=c1c(-c2ccc3c(c2)OCCO3)coc2c(CN3CCOCC3)c(O)ccc12 | 2.8 | -0.07 | -0.36
CN(C)CCCNS(=O)(=O)c1ccc(Cl)s1 | -5.3 | . | .
CCCCC(=O)c1c(O)c2ccccc2oc1=O | . | 0.76 | 1.15
CCn1ncc(C2=NOC(C(=O)NCc3ccccc3)C2)c1C (stereo not given) | -45.2 | 1.07 | 1.02
O=C(CCSc1nnc(-c2ccco2)o1)Nc1ccc(F)cc1 | ? | . | .
O=C(O)c1ccc(NCc2ccc3c(c2)OCO3)cc1 | . | 0.57 | 0.52
Cc1ccc(S(=O)(=O)N2CCN(C(C(=O)Nc3ccc(F)cc3)c3ccccc3)CC2)cc1 (stereo not given) | . | 0.48 | 0.83
Nc1ccc2[nH]ncc2c1 | 22.7 | 0.74 | 0.62
CCOc1ccc(S(=O)(=O)Nc2nc3cc(OC)ccc3s2)cc1 | -66.1 | -0.57 | 0.7
Cc1c(CN(C)C(=O)CSc2nc(-c3ccco3)cc(C(F)(F)F)n2)cnn1C | . | 0.7 | 0.85
O=C(CCCO)N/N=C/c1cc(Br)ccc1O | 38.7 | 0.93 | 0.53
COc1ccccc1OCCn1cc(C#N)c2ccccc21 | -7.7 | -1.59 | -2.36
CC(NC(=O)Nc1nnc(C(F)(F)F)s1)(C(F)(F)F)C(F)(F)F | 35.3 | -0.76 | 0.25
O=C(CSc1nnc(-c2ccncc2)n1Cc1ccccc1)NCCc1ccccc1 | -40.6 | 1.86 | 1.84
O=C(Nc1cccc2c1C(=O)NC2=O)c1ccc(N2C(=O)CCC2=O)cc1 | 5.3 | . | .
CCOc1ccc(C(=S)N2CCCC2)cc1OC | 20.0 | -0.07 | -0.86
Cc1cc(NC(=O)c2c(F)cccc2Cl)n(-c2nc3ccccc3[nH]2)n1 | 10.7 | -1.71 | -1.32
CC(=O)NCCn1c(SCC(=O)c2ccc(Cl)cc2)nc2ccccc2c1=O | 45.7 | -0.34 | 0.29
O=C1NCCN1C(=O)c1cccc(Cl)c1 | 22.2 | 0.45 | -0.33
O=C(NCc1cccnc1)c1ccc(COc2ccccc2Cl)o1 | -50.0 | . | .
COc1ccc(C(=O)NNC(=O)Nc2ccc(C)cc2)cc1 | -38.5 | 1.74 | 2.09
COCCOCC(O)CN1CCN(c2ccccc2)CC1 (stereo not given) | . | -0.64 | -1.07
CCOc1ccc(C(=O)N2CCN(C(=O)c3ccco3)CC2)cc1OCC | -51.6 | -0.4 | -1.13
O=C1CCCc2c1[nH]c1ccc(Br)cc21 | . | -1.69 | -1.25
COc1ccc(-c2ccc(-c3noc(-c4ccccc4C)n3)c(OC)n2)cc1 | . | -1.22 | -0.55
O=c1c2cnn(-c3ccccc3)c2ncn1CCc1ccccc1 | 21.4 | 0.15 | 0.99
CCN(CC)c1cc(-c2ccccc2)ncn1 | . | 0.44 | 0.29
Cc1ccc(CN2CCc3c(OCC(=O)Nc4cccc(C)c4C)cccc3C2=O)cc1 | -32.0 | -0.27 | -0.21
O=C(Nc1ccc(N2CCOCC2)cc1)Nc1ccc2nc(-c3ccco3)c(-c3ccco3)nc2c1 | -8.1 | 0.75 | 1.73
Cc1ccc(OCC(=O)c2cc(C)n(C)c2C)c([N+](=O)[O-])n1 | -8.0 | -0.57 | 0.2
CCn1nccc1C(=O)NC1=C(C#N)CCC1 | -32.3 | 1.23 | 1.4
Cc1cc(C)cc(N2C(=O)C3CC=CCC3C2=O)c1 (stereo not given) | 44.7 | 0.3 | -0.09
CCOC(=O)c1ccc(-n2nc(C(F)(F)F)c3c(C)cc(=O)oc32)cc1 | 44.2 | . | .
CN1CCc2c(sc3c2c(=O)n(-c2ccccc2)c2nnc(SCc4ccccc4)n32)C1 | . | -0.08 | -0.18
O=S(=O)(O/N=C1\CCCc2ccccc21)c1ccc(Cl)cc1 | . | 1.54 | 0.87
Oc1c(I)cc(Cl)c2cccnc12 | 22.7 | -1.99 | -0.67
Cc1c(-c2nn(C)c(=O)c3ccccc23)oc2ccc(F)cc2c1=O | -22.6 | -1.6 | -1.16
O=P(O)(c1ccc(Cl)cc1)c1ccc(Cl)cc1 | . | -0.14 | 0.39
CCOc1ccc(C2Sc3ccccc3NC3=C2C(=O)OC3)cc1 (stereo not given) | -48.6 | -0.12 | -0.76
O=C(CCn1c(=O)[nH]c2ccsc2c1=O)N1CC(=O)N(CCc2ccccc2)C(=O)C1 | . | 0.56 | 0.43
COc1ccc(Cc2nnc(SC)[nH]c2=O)cc1 | . | -0.43 | -1.4
Cc1ccc(/C(C#N)=C\c2ccc(N3CCOCC3)o2)cc1 | 19.4 | -1.45 | -1.19
CNC(=O)c1ccc(-c2ccc(F)cc2)s1 | 41.9 | 0.61 | 0.61

New compounds follow:
SMILES | Insulin prom inh | SDO1 yeast rescue | SDO1 yeast rescue Rescue 24 h
Cc1ccc(Cn2c(NCCCn3ccnc3)nc3c2c(=O)n(C)c(=O)n3C)cc1 | 18.2 | 1.11 | 1.09
O=C(Nc1ccc2c(c1)oc1ccccc12)c1ccc(Br)o1 | -7.1 | -0.77 | -0.2
NC(=O)CSc1cn(Cc2ccc(F)cc2)c2ccccc12 | -22.2 | . | .
O=C(CSc1nc2ccccc2o1)Nc1nc2ccc(Br)cc2s1 | -1.8 | -1 | -1.24
COCCN1C(=O)c2oc3ccccc3c(=O)c2C1c1ccc(C(=O)OC)cc1 (stereo not given) | 0.0 | 0.4 | 0.52
COc1ccc(OC)c(C2SCCN2S(=O)(=O)c2cccc(C(F)(F)F)c2)c1 (stereo not given) | . | -0.47 | -0.56
CC1CN(C(=O)C2(C)CC2(Cl)Cl)CC(C)O1 (stereo not given) | -8.3 | -0.22 | 0.16
Cc1ccc(C(=O)n2nc(-c3cccnc3)nc2N)cc1 | 14.3 | 0.3 | -0.04
CCOC(=O)c1ccoc1CSCC(=O)N1CCN(S(=O)(=O)c2ccc(C)cc2)CC1 | -42.3 | -1.26 | 2.65
COc1ccc(S(=O)(=O)N2CCC(C(=O)NCc3ccccn3)CC2)cc1OC | 35.7 | 0.25 | 0.25
CC(=O)NC(=S)c1c(N)n(Cc2ccccc2)c(=O)n(C)c1=O | . | 0.44 | 0.13
Cn1c(=O)[nH]c(=O)c2c1nc(Br)n2CC(O)COCc1ccccc1 (stereo not given) | . | -0.42 | -1.32
COc1cc(NS(=O)(=O)c2ccc(N/C=C\C(=O)c3ccc(F)cc3)cc2)nc(OC)n1 | 37.8 | -1 | -0.82
CCC(=O)Oc1ccc(C2N(C(=O)CC)CCN2S(=O)(=O)c2ccc(C)cc2)cc1OC (stereo not given) | 0.0 | 0.24 | 0.98
CNCc1ccccc1Sc1cc(O)ccc1O | . | 0.45 | 1.01
CC(C)(Cc1ccc(O)cc1)NC(=O)CC(=O)N=Nc1c(O)[nH]c2cc(Br)ccc12 | 0.0 | . | .
Cc1ccc(C(=O)Nc2ccn(Cc3ccc(F)cc3)n2)o1 | . | 0.24 | 0.11
COc1cccc(C(=O)Nc2nc(-c3ccncc3)cs2)c1 | 76.5* | . | .
